Efa HMGR inh: blocks class II HMG-CoA reductase of Enterococcus faecalis. purified E. faecalis HMGR, NADPH absorbance 340 nm kinetic. inhibition, % at 10 µM. 0.41% of 190,000 active;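 active = inhibition above a set limit, the median over all tested compounds plus 3 SD, cut at about 9.5% in these data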;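 note: enzyme runs in reverse so mevalonate oxidation gives rising NADPH absorbance; 0% = complete reaction with DMSO and 100% = background rate lacking mevalonate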
TNAP inh noacc: inhibitors of human TNAP without phosphate acceptor | P05186 | purified TNAP, CDP-star luminescence, 30 min | inhibition, % at 20 µM | 0.26% of 200,000 active | AID 1012;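 active = tissue-nonspecific alkaline phosphatase inhibition above about 50% at 20 µM in the single-dose screen, limit read from the data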;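 note: 0% = DMSO negative control and 100% = EDTA positive control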
Target sequence (P05186 whole entry, looked up): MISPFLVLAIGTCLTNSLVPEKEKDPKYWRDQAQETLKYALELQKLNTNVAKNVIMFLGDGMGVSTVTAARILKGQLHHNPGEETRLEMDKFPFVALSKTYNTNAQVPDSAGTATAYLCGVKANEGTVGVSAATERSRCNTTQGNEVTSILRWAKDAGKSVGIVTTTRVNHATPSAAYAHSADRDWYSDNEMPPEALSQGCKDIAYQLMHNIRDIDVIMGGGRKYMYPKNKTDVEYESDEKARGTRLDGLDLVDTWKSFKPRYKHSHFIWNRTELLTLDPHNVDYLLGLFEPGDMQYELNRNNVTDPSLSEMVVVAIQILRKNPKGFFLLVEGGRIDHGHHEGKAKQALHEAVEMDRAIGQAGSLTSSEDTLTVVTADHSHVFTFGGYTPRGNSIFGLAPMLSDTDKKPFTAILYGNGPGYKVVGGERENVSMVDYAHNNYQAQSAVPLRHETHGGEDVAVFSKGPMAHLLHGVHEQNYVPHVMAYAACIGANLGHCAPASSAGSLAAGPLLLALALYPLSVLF
bIAP act: intestinal alkaline phosphatase (bovine) activation; 0.17% of 200,000 active; purified bovine IAP, CDP-star luminescence, 30 min; active compounds read high; fold of DMSO-control signal, blank-subtracted; activation factor at 20 µM;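 active = activation factor of 2 or more at 20 µM, a signal rise over negative controls twice the positive control's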
PPARg SRC-2 ag: agonists of SRC-2 recruitment by human PPARgamma; PPARgamma LBD-SRC-2 recruitment, biochemical; activation, % at 8 µM; 0.34% of 200,000 active; in the data active = activation above about 22%;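 note: 0% = vehicle and 100% = reference agonist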
Target sequence (P37231 whole entry, looked up, the tested form may be a part): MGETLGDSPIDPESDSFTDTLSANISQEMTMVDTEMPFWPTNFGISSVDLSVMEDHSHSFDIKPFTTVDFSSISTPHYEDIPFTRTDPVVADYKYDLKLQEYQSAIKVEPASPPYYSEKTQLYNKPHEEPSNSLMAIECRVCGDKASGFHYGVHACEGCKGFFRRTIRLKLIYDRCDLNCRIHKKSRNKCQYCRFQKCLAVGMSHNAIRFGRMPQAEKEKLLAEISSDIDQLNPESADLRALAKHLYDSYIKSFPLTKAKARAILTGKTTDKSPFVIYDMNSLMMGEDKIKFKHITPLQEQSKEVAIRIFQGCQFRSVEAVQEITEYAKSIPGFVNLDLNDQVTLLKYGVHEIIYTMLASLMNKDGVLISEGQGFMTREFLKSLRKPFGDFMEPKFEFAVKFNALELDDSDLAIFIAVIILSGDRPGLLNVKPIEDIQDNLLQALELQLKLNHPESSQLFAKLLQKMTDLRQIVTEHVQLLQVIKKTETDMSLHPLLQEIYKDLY
SRC2 TRFRET art: TR-FRET artefact, counter-screen to PPARgamma/SRC-2 agonist assay. active compounds read high. AID 1049. 0.4% of 200,000 active. TR-FRET ratio at 8 µM; in the data active = TR-FRET ratio above about 2000; note: inactives centre near 1500
TNAP inh hiacc: inhibitors of human TNAP at high phosphate acceptor concentration; P05186; 0.03% of 200,000 active; AID 1135; purified TNAP, CDP-star luminescence, 1 M DEA; inhibition, % at 20 µM;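 active = over 50% inhibition of tissue-nonspecific alkaline phosphatase at 20 µM in the single-dose screen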;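 note: plate controls were DMSO wells for no effect and EDTA-quenched wells as full inhibition for full effect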
PPARg SRC-3 ag: promotes SRC-3 coactivator recruitment by human PPARgamma | P37231 | biochemical PPARgamma/SRC-3 coactivator recruitment assay | activation, % at 8 µM | 0.26% of 200,000 active | AID 731; in the data active = activation above about 23%;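 note: 0% = DMSO and 100% = reference agonist; some compounds past the cut are filed as inactive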
bIAP inhibitor: intestinal alkaline phosphatase (bovine) inhibition. AID 1019. 190,000 tested, under 10 active. purified bovine IAP, CDP-star luminescence, 30 min. inhibition, % at 20 µM;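 active = over 50% inhibition of intestinal alkaline phosphatase at 20 µM in the single-dose screen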
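System: purified bovine intestinal alkaline phosphatase (IAP) enzyme; Input: IAP diluted 1/65,000,000 in the well; Measured by: CDP-star luminescence signal; Compound dosing: 20 µM single dose; Incubation: 30 min reaction at room temperature.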
PPARg SRC-1 ag: PPARgamma-driven SRC-1 recruitment agonism; PPARgamma-SRC-1 coactivator recruitment biochemical assay; activation, % at 8 µM; P37231; 0.41% of 200,000 active; in the data active = activation above about 19%;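 note: 0% = DMSO and 100% = reference agonist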
TNAP act hi DEA: TNAP (human) activation, high acceptor; P05186; purified TNAP, CDP-star luminescence, 1 M DEA, 30 min; active compounds read high; 0 = EDTA background, 1 = DMSO-only activity; activation factor at 20 µM; 200,000 tested, under 10 active; AID 1136;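 active = activation factor at least 2 at 20 µM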
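system = human TNAP | amount = enzyme diluted 1/800 final | reagent = 100 µM CDP-star substrate | signal = luminescent substrate turnover signal | dosing = one dose, 20 µM | benchmarks = EDTA negative control, DMSO positive control | measure = activation factor | timing = 30 min reaction, room temperature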
The depositor's hits bear a star; nt = not tested or not shown.

SMILES | Efa HMGR inh | TNAP inh noacc | bIAP act | PPARg SRC-2 ag | SRC2 TRFRET art | TNAP inh hiacc | PPARg SRC-3 ag | bIAP inhibitor | PPARg SRC-1 ag | TNAP act hi DEA
CC12CN(NC(=O)c3ccccc3F)C3(C#N)CC1CCC23C (stereo not given) | -5 | -7 | 1 | 8 | 1762 | -3 | 4 | 3 | 2 | 1
CCOc1ccc(C(=O)NC(=S)NCc2cccnc2)cc1 | -3 | -16 | 0.9 | -5 | 1298 | -3 | 0 | 12 | -4 | 1
COc1ccccc1CNC(=O)c1ccc(CS(=O)(=O)c2ccccc2OC)o1 | 7 | -4 | 1 | 9 | 1547 | -7 | -4 | 3 | 2 | 1.1
O=C(CN1C(=O)CCC1=O)Nc1nc(-c2ccc3ccccc3c2)cs1 | 3 | -7 | 1 | 10 | 1596 | -3 | 4 | 2 | 8 | 1
Cc1cc(C)n(C(=O)COc2ccccc2C)n1 | 13* | -7 | 1 | 3 | 1737 | 0 | 9 | 2 | -4 | 1
CCNC(=S)Nc1ccc(OCC)cc1 | -1 | -12 | 1 | -2 | 1560 | 1 | 4 | 3 | 14 | 1
C/C(CCc1oc2ccc(Cl)cc2c1-c1ccc(C)o1)=N\O | -4 | -5 | 1 | 2 | 1490 | -7 | 12 | 4 | 3 | 1.1
O=S(=O)(NCCCN1CCOCC1)c1ccc2ccccc2c1 | 3 | -7 | 1.1 | -3 | 1578 | -3 | 2 | -12 | 2 | 1
Cc1cc(NC(=O)C(=O)c2c(C)[nH]c3ccccc23)no1 | -1 | -15 | 0.8 | 2 | 1527 | -7 | 3 | 25 | 8 | 1.1
O=C1Nc2ccccc2/C1=C/c1cccnc1 | -1 | -2 | 1 | 6 | 1658 | 6 | -3 | 1 | 7 | 0.9
CC(CN1CCCCC1)C(=O)NNC(=O)C12CC3CC(CC(C3)C1)C2 (stereo not given) | 0 | -10 | 1 | 4 | 1644 | -4 | 1 | -1 | 3 | 1
COc1cc2c(cc1NC(=O)CCCCCN1C(=O)CCC1=O)oc1ccccc12 | -2 | 1 | 1 | 6 | 1390 | -6 | -5 | -3 | -5 | 1.1

Complete entries, looked up by structure:
Shown for `COc1cc2c(cc1NC(=O)CCCCCN1C(=O)CCC1=O)oc1ccccc12` : Efa HMGR inh: -2; TNAP inh noacc: 1; bIAP act: 1; PPARg SRC-2 ag: 6; SRC2 TRFRET art: 1390; TNAP inh hiacc: -6; PPARg SRC-3 ag: -5; bIAP inhibitor: -3; PPARg SRC-1 ag: -5; TNAP act hi DEA: 1.1
Shown for `O=C1Nc2ccccc2/C1=C/c1cccnc1` : Efa HMGR inh: -1; TNAP inh noacc: -2; bIAP act: 1; PPARg SRC-2 ag: 6; SRC2 TRFRET art: 1658; TNAP inh hiacc: 6; PPARg SRC-3 ag: -3; bIAP inhibitor: 1; PPARg SRC-1 ag: 7; TNAP act hi DEA: 0.9
Shown for `COc1ccccc1CNC(=O)c1ccc(CS(=O)(=O)c2ccccc2OC)o1` : Efa HMGR inh: 7; TNAP inh noacc: -4; bIAP act: 1; PPARg SRC-2 ag: 9; SRC2 TRFRET art: 1547; TNAP inh hiacc: -7; PPARg SRC-3 ag: -4; bIAP inhibitor: 3; PPARg SRC-1 ag: 2; TNAP act hi DEA: 1.1

Next section.
SMILES | Efa HMGR inh | TNAP inh noacc | bIAP act | PPARg SRC-2 ag | SRC2 TRFRET art | TNAP inh hiacc | PPARg SRC-3 ag | bIAP inhibitor | PPARg SRC-1 ag | TNAP act hi DEA
C=CCN1C(=O)/C(=C2/Sc3ccc(OC)cc3N2C)SC1=NCc1ccccc1 | 5 | -7 | 0.8 | 6 | 1736 | -1 | 4 | 16 | 15 | 1
CC(=O)Nc1ccc(S(=O)(=O)NCc2ccc(C(=O)NC(C)c3ccccc3)cc2)cc1 (stereo not given) | -5 | -5 | 1 | 1 | 1462 | 3 | 6 | 0 | -1 | 1
CCOc1ccc(NC(=O)CC2C(=O)NCCN2C(=O)c2ccc(Cl)cc2)cc1 (stereo not given) | -8 | -7 | 1 | 7 | 1726 | -7 | 2 | -4 | 4 | 1.1
CCOCCCNS(=O)(=O)c1ccc(NC(=O)N2c3ccccc3Sc3ccccc32)cc1 | -1 | -17 | 1.1 | -3 | 1482 | -7 | -4 | -9 | -4 | 1.1
CCCNC(=O)CN(C1CCCCC1)S(C)(=O)=O | -1 | -6 | 1 | -4 | 1638 | 2 | 5 | 4 | 2 | 1
O=C(NCc1ccccc1)c1cc(-c2ccncc2)nc2ccc(S(=O)(=O)N3CCOCC3)cc12 | -3 | -3 | 0.9 | -7 | 1405 | -1 | -3 | 10 | -5 | 1
COc1cccc(-n2nnc3c(=O)n(Cc4ccc(C)cc4)cnc32)c1 | 2 | -7 | 0.9 | -8 | 1500 | -3 | -2 | 6 | 0 | 1
O=C(c1ccco1)N1c2ccccc2Sc2ccccc21 | -3 | -2 | 0.9 | -2 | 1490 | -8 | -3 | 15 | -4 | 1.1
Oc1ccccc1C=Nc1ccccc1-c1nc2ccccc2[nH]1 | -9 | -25 | 0.1 | 4 | 1648 | -1 | 13 | nt | 5 | 1
CCOc1ccc(NC(=O)Cn2nnc(-c3ccccc3NC(=O)CC)n2)cc1 | -1 | -11 | 1.1 | -7 | 1662 | -7 | 15 | -7 | 5 | 1.1
O=C(NCc1cccs1)c1ccc2ccccc2n1 | -4 | -18 | 0.9 | 5 | 1722 | -2 | 2 | 12 | 7 | 1
O=C(O)c1ccccc1C(=O)NCCc1ccc(Cl)cc1 | 0 | -3 | 1 | 4 | 1717 | 0 | 3 | 3 | 15 | 1

Three entries from above, sorted by the value under TNAP inh hiacc, low to high:
molecule	Efa HMGR inh	TNAP inh noacc	bIAP act	PPARg SRC-2 ag	TNAP inh hiacc	PPARg SRC-3 ag	bIAP inhibitor	PPARg SRC-1 ag	TNAP act hi DEA
CC(CN1CCCCC1)C(=O)NNC(=O)C12CC3CC(CC(C3)C1)C2 (stereo not given)	0	-10	1	4	-4	1	-1	3	1
O=S(=O)(NCCCN1CCOCC1)c1ccc2ccccc2c1	3	-7	1.1	-3	-3	2	-12	2	1
Oc1ccccc1C=Nc1ccccc1-c1nc2ccccc2[nH]1	-9	-25	0.1	4	-1	13	nt	5	1

(cont.)
SMILES | Efa HMGR inh | TNAP inh noacc | bIAP act | PPARg SRC-2 ag | SRC2 TRFRET art | TNAP inh hiacc | PPARg SRC-3 ag | bIAP inhibitor | PPARg SRC-1 ag | TNAP act hi DEA
O=C(Nc1nccs1)c1cnccn1 | 0 | 4 | 0.9 | 2 | 1347 | 0 | -1 | 6 | 1 | 1
CCCc1[nH]nc2c1C(c1cc(OC)ccc1F)C(C#N)=C(N)O2 (stereo not given) | -6 | 1 | 1.3 | -8 | 1572 | -1 | -4 | -26 | 0 | 1
O=S(=O)(c1cccc2ccccc12)N1CCSC1 | -2 | -9 | 0.7 | nt | nt | -1 | nt | 34 | nt | 1
CCC(=O)NCc1cc(-c2nn(C)c(=O)c3ccccc23)ccc1C | -3 | -11 | 1 | -6 | 1299 | -2 | -4 | 0 | 3 | 1
Cc1ccc(S(=O)(=O)NCC(=O)NC2CCCC2)cc1 | -9 | -9 | 1 | 0 | 1391 | -6 | -2 | 4 | -4 | 1.1
O=C(Cc1csc(Nc2nc(=S)[nH]c3ccccc23)n1)N1CCN(c2cccc(Cl)c2)CC1 | 2 | -25 | 1.1 | 7 | 1609 | 0 | -1 | -8 | 5 | 1
Fc1ccc(NCc2cccnc2)cc1 | -6 | -19 | 0.8 | 8 | 1483 | -2 | 9 | 16 | 7 | 1
O=C(Nc1nc2c(s1)CCCC2)c1ccc2ncsc2c1 | -1 | -9 | 0.9 | -4 | 1444 | -3 | -2 | 9 | -10 | 1
Cc1scc(C(=O)Nc2ccon2)c1-c1ccccc1 | 2 | -11 | 0.8 | -6 | 1460 | -6 | 12 | 15 | -4 | 1.1
O=C(NC1CC1)C1CCN(S(=O)(=O)c2cc(Cl)ccc2Cl)CC1 | -1 | -5 | 1 | -6 | 1480 | 1 | -1 | 4 | 5 | 1
CC(C)c1ccc(/C=N/NC(=O)C(=O)NCCCN2CCOCC2)cc1 | -7 | -16 | 1 | -6 | 1435 | -2 | -6 | 2 | -1 | 1
Cc1cc(C)n2cc(CSCc3ccccc3)nc2n1 | -4 | -34 | 1 | 4 | 1614 | -2 | -1 | 3 | 2 | 1
COC(=O)c1cnn(-c2cc(Oc3ccccc3)ncn2)c1N | -1 | -8 | 1 | -5 | 1367 | -1 | -9 | -2 | -6 | 1
Fc1ccc(NC(=S)N2CCn3cccc3C2c2cccnc2)cc1 (stereo not given) | 2 | -12 | 1 | -5 | 1522 | -5 | -2 | 3 | -4 | 1
Cc1ccc(NC(=O)CN(C)CC(=O)Nc2ccccc2Oc2ccccc2)cc1 | 3 | -10 | 1.1 | 5 | 1680 | -3 | 4 | -15 | 5 | 1
O=C(COc1ccc(F)cc1)Nc1ccc(-n2cnnn2)cc1 | -5 | -1 | 1 | 8 | 1600 | -4 | 11 | 5 | -4 | 1
Cc1ccc(NC(=O)NCc2ccc3[nH]c(C)cc3c2)cc1 | 0 | -8 | 0.8 | -3 | 1591 | -3 | -5 | 17 | -7 | 1
CCCCCNc1nc(-c2ccccc2)cs1 | -3 | -6 | 0.1 | 2 | 1934 | 0 | 0 | nt | 5 | 1
Cc1ccc(N2CC(C(=O)NCc3ccc4c(c3)OCO4)CC2=O)cc1C (stereo not given) | 3 | -4 | 1 | 4 | 1519 | 2 | -8 | 1 | -4 | 1
O=C(NCCO)c1cc2ccccc2c(=O)s1 | -7 | -10 | 0.9 | 5 | 1585 | -3 | 22 | 8 | 0 | 1
CCN(CC(=O)NCc1ccc(Cl)cc1)Cc1cc(=O)n2ccsc2n1 | 0 | -18 | 0.8 | 1 | 1565 | -5 | 0 | 24 | 4 | 1.1
O=C(Nc1ccc(F)c(Cl)c1)Nc1ccc(Cl)cn1 | 0 | -3 | 1.1 | 4 | 1685 | -4 | 1 | -8 | -3 | 1
Cc1cc(C)cc(N(C(=O)c2nsc(Cl)c2Cl)C(C(=O)NC2CCCC2)c2ccc(O)cc2)c1 (stereo not given) | -4 | -16 | 1 | -3 | 1597 | -9 | -1 | 4 | 5 | 1.1
Cc1cc(NC(=O)CSc2nnc(C3CC3)n2-c2ccccc2)no1 | -5 | 2 | 1.1 | 1 | 1747 | 3 | 1 | -14 | 1 | 1
Cn1c(=O)c2c(nc(CN3CCN(C(=O)c4ccco4)CC3)n2Cc2cccc(Cl)c2)n(C)c1=O | 1 | -3 | 1 | 8 | 1463 | -4 | 5 | -4 | -2 | 1
CCn1c(SCC(=O)N2CCCC2)nnc1-c1ccc(S(=O)(=O)N2CCCCCC2)cc1 | 3 | 0 | 1 | 7 | 1575 | -10 | -9 | 4 | 2 | 1.1
COc1ccc(C(=O)Nc2ccc(Cl)cc2C(=O)NCc2ccco2)cc1 | -5 | 6 | 0.4 | -7 | 1374 | -2 | 2 | nt | 2 | 1
O=C(Cc1ccc([N+](=O)[O-])cc1)Nc1ccc2c(c1)C(=O)NC2=O | -4 | -8 | 1 | 5 | 1628 | -3 | 6 | -2 | 2 | 1
CC(C)OC(=O)CSc1nnc(-c2ccco2)n1N | -2 | -9 | 0.9 | 5 | 1460 | -4 | 3 | 8 | 3 | 1

Assay outcomes from PubChem.
